PNC inhibitor = High Content Assay for Compounds that inhibit the Assembly of the Perinucleolar Compartment | PC3M PTB-GFP, PNC prevalence imaging, 16 h; active compounds read low | activity change (PNC), negative = inhibition, % at 10 µM | 140,000 compounds, 3.1% hits | AID 2417, 2010;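 active = readout at or below -70, meaning at least 70% loss of cells showing the perinucleolar compartment, a nuclear body marking cancer cells; inconclusive = readout between -30 and a set limit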;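 note: plate controls were DMSO wells for no effect and camptothecin positive control wells for full effect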
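Compounds are pinned in duplicate onto adhered PC3M cells stably expressing GFP-tagged PTB and incubated 16 h at 37 C. Cells are then fixed, nuclei stained with Hoechst, and PNC-positive cells counted.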
IMPase inh = qHTS Assay for Identifying the Cell-Membrane Permeable IMPase Inhibitors; Inositol monophosphatase 1 (Rattus norvegicus), P97697; 120,000 tested, under 10 active; CHO-M1 cells, IP1 accumulation, HTRF TR-FRET ratio; inhibition (IP1 accumulation), % at 46.1 µM; active = well fitted curve in the direction sought with a large enough effect in the signal ratio, not every such curve was filed as active; inconclusive = small, poorly fitted or top-dose-only effect, or a change in a side signal; inactive = no such curve, though single readings can be large or run the other way; the % refers to the signal ratio;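 note: cells stimulated with carbachol in lithium chloride buffer; plate controls were DMSO basal wells for no effect and reference inhibitor wells for full effect; higher means more IMPase inhibition seen as more IP1 and lower FRET ratio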
Target sequence (P97697 whole entry, looked up): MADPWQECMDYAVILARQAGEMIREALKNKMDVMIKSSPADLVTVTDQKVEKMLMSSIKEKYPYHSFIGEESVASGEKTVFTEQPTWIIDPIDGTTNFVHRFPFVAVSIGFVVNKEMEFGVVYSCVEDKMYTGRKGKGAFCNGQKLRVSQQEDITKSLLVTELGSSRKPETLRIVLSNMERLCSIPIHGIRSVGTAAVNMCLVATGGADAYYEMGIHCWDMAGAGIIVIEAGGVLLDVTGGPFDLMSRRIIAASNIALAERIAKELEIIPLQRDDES
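In this qHTS, compounds (final up to 46 uM) act on CHO-M1 cells that are then activated through the M1 receptor with carbachol, in pH 7.4 buffer containing 50 mM LiCl, for 30 min. IP1 accumulation is quantified by the IP-One immunoassay.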
15-hLO-2 inh = qHTS Assay for Inhibitors of 15-hLO-2 (15-human lipoxygenase 2); Potency, µM (doses to about 57.1 µM), without a hit: top-dose activity change, negative = inhibition, actives largely listed as inhibitors; purified 15hLO-2, xylenol orange hydroperoxide absorbance; Polyunsaturated fatty acid lipoxygenase ALOX15B (Homo sapiens), O15296; 110,000 compounds, 0.56% hits; note: potency is the fitted concentration of half-maximal effect; nearly all actives have a fitted effect of over 60% in size; many of its hits are not listed in these tables
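Enzyme 50 nM, AA 45 uM, 25 mM Hepes pH 7.5 + 0.01% Triton X-100; cpd preinc 15 min RT, rxn 90 min RT; stop/detect with 200 uM XO + 300 uM Fe(II) in 50 mM H2SO4, 30 min; A573/A405.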
ALOX12 inhib = qHTS Assay for Inhibitors of 12-hLO (12-human lipoxygenase) | 150,000 compounds, 0.12% hits | Potency, µM (series often up to 57.1 µM), for inactives: top-dose activity change, negative = inhibition, usual class: inhibitors | purified 12-hLO, xylenol orange hydroperoxide absorbance; note: potency is the fitted concentration of half-maximal effect; nearly all actives have a fitted effect of over 55% in size; many of its hits are not listed in these tables
Target sequence (P18054 whole entry, looked up): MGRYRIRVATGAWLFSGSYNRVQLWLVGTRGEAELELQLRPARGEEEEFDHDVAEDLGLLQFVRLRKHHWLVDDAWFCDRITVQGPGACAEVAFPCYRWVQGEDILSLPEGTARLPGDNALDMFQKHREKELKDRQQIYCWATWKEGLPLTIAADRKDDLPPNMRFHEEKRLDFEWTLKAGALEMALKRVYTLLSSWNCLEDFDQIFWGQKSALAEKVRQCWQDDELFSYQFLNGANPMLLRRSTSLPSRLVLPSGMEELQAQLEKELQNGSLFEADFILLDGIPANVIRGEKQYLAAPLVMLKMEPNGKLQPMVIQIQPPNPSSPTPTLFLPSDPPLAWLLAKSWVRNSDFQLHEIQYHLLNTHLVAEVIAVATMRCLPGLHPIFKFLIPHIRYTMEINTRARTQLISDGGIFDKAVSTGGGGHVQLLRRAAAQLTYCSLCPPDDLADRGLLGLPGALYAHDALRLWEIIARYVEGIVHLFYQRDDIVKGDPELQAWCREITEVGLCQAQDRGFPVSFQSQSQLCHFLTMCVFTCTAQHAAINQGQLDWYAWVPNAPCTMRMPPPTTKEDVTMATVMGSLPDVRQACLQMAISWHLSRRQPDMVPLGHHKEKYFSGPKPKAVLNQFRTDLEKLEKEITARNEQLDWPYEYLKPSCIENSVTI
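Lipoxygenase turnover measured by absorbance at 573 and 405 nm after Fe-XO development. Human 12hLO 150 nM, arachidonate 40 uM, pH 7.0 Hepes buffer with detergent; 15 min compound preincubation, 30 min reaction.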
* hit, by the source's call; ? = inconclusive; . = not tested or not shown; [ ] = remark or other dose. Unless noted, calls come from the whole dose curve; as a rule, active = well fitted curve in the direction sought with a large enough effect; inconclusive = small, poorly fitted or top-dose-only effect, or another doubt; inactive = no such curve, though single readings can be large; an effect the other way counts as inactive or inconclusive. Unless noted, % is set by controls: 0 for no effect and ±100 for the full control effect.

SMILES	PNC inhibitor	IMPase inh	15-hLO-2 inh	ALOX12 inhib
Cc1nc(N2CCN(C)CC2)c2c(C)c(C(=O)Nc3ccc(F)cc3)sc2n1	36	10	16%	0%
Cc1ccccc1CSCC(=O)N/N=C/c1cccs1	2	3	-7%	-2%
O=C(c1ccc2nc(N3CCOCC3)sc2c1)N1CCC(Cc2ccccc2)CC1	24	8	6%	0%
S=c1[nH]ncn1/N=C/c1ccc(Br)cc1	-2	9	-1%	-14%
CCCCC(=Nc1ccccc1OC)C1=C(O)CC(c2ccccc2)CC1=O (stereo unspecified)	-13	.	.	-1%
COc1cc(/C=N/NC(=S)NCCN2CCOCC2)ccc1O	3	3	.	0%
COc1ccc(C(=O)NC(=O)COC(=O)c2ccc3ncsc3c2)cc1	?	.	.	-3%
O=C(c1ccccc1-c1ccccc1)N1CCOCC1	-12	4	-3%	3%
c1ccc(CSc2nnc(-c3ccco3)n2Cc2ccccc2)cc1	-29	25	-25%	-3%
O=C(N/N=C\C=C\c1ccc2c(c1)OCO2)c1cccnc1	-8	.	.	-1%
COc1cccc([C@@H]2Oc3ccc(OC)cc3C(=O)[C@H]2OC(=O)NCc2ccc3c(c2)OCO3)c1	?	.	.	-8%
CN(C)/C=C/C(=O)c1cccc(Cl)c1	-1	9	-1%	-15%
COC(=O)C1=C(NC(=O)CCCCl)CCS1	25	-5	.	-4%
CC(NC(=O)C1CC1)C(c1cccs1)N1CCN(c2ccccc2)CC1 (stereo unspecified)	?	-13	.	2%
CC1CC(C)CN(CCOc2ccc(Br)cc2)C1 (stereo unspecified)	58	.	.	4%
COc1cc(NC(=S)NC(=O)c2ccc(C(C)(C)C)cc2)ccc1NC(=O)c1cccs1	-115*	-4	.	11%
CC(=O)N1[C@H](Cc2ccccc2)C=C[C@]1(C)C(=O)NCc1cc(F)cc(C(F)(F)F)c1	.	.	6%	-4%
CCC(=O)Nc1cc(C(=O)OCC(=O)c2ccccc2Cl)ccc1C	-22	0	1%	-5%
Cc1ccc(S(=O)(=O)Nc2ccc(Cl)cc2)cc1NC(=O)c1cc2c(s1)CCCC2	55	.	.	0%
CC1=C(C(=O)OC(C)C)C(c2cccnc2)n2ncnc2N1 (stereo unspecified)	28	1	5%	-9%
COc1cc(OC)c2nc(C)c3c(c2c1)N(c1ccc(O)cc1)CC3	32	4	.	2%
COc1ccc(-c2nnc(SCC(=O)N3CCOCC3)n2C)cc1OC	-20	1	.	12%
N#Cc1nc(-c2ccc(Cl)cc2)oc1NCc1ccco1	?	17	-9%	-3%
Cn1c(C(=O)N2CCN(c3ncccn3)CC2)cc2c(=O)n(C)c3ccccc3c21	?	4	7%	7%

An excerpt from above in order of their number in 15-hLO-2 inh, rising.
Molecule	PNC inhibitor	IMPase inh	15-hLO-2 inh	ALOX12 inhib
N#Cc1nc(-c2ccc(Cl)cc2)oc1NCc1ccco1	?	17	-9%	-3%
CCC(=O)Nc1cc(C(=O)OCC(=O)c2ccccc2Cl)ccc1C	-22	0	1%	-5%
CC1=C(C(=O)OC(C)C)C(c2cccnc2)n2ncnc2N1 (stereo unspecified)	28	1	5%	-9%
CC(=O)N1[C@H](Cc2ccccc2)C=C[C@]1(C)C(=O)NCc1cc(F)cc(C(F)(F)F)c1	.	.	6%	-4%
Cn1c(C(=O)N2CCN(c3ncccn3)CC2)cc2c(=O)n(C)c3ccccc3c21	?	4	7%	7%

(cont.)
SMILES	PNC inhibitor	IMPase inh	15-hLO-2 inh	ALOX12 inhib
COc1cc(S(=O)(=O)N2CCC(c3nc4ccccc4s3)CC2)ccc1S(=O)(=O)N1CC(C)CC(C)C1 (stereo unspecified)	257	-7	.	0%
Cc1cc(/C=N/NC(N)=O)c(C)c(CO)c1	74	3	16%	0%
CCC1CCCCN1CCNC(=O)CCS(=O)(=O)c1ccc(Br)cc1 (stereo unspecified)	-25	-5	.	5%
O=C(N/N=C/c1cccnc1)C(O)c1ccccc1 (stereo unspecified)	?	.	.	0%
COc1ccc2nccc(C(=O)O)c2c1	.	-4[20.6 µM]	2%[25.6 µM]	-1%[25.6 µM]
Cc1ccc(/C(N)=N/OC(=O)c2ccc(C)cc2Cl)cc1	2	.	.	2%
Cc1ccc(NC(=O)CSc2nccc(=O)[nH]2)c(S(=O)(=O)N2CCOCC2)c1	41	1	3%	1%
O=C(Nc1ccccc1N1CCOCC1)c1cccc([N+](=O)[O-])c1	3	.	.	4%
CS(=O)(=O)c1ncc(Cl)c(C(=O)Nc2ccc(N3CCOCC3)cc2)n1	-8	7	-13%	-1%
CCOC(=O)C1(Cc2ccc(O)cc2)NC(c2ccccc2F)C2C(=O)N(C)C(=O)C21 (stereo unspecified)	-28	-12	-3%	-1%
COCCCNC(=O)c1ccc(Cn2c(=O)[nH]c3ccccc3c2=O)cc1	30	.	.	1%
CN(C)CCNc1nc2c(c(=O)[nH]c(=O)n2C)n1CC(O)COc1ccc(Cl)cc1Cl (stereo unspecified)	-19	2	23%	-9%
c1coc(CNc2nc(N3CCCCC3)nc3ccccc23)c1	?	5	50%[activator]	-6%
O=C(NCc1cccs1)C1CCN(S(=O)(=O)c2ccc3c(c2)OCCO3)CC1	?	1	0%	-1%
C=CCn1nnnc1SCC(=O)Nc1ccccc1C(=O)OC	72	14	-3%	-3%
Cn1cc(Cl)c(C(=O)NNC(=S)NC2CCCCC2)n1	-109*	.	.	0%
CC1=C(C(N)=O)C(c2ccc(Cl)cc2)NC(=O)N1 (stereo unspecified)	?	-5	2%	-7%
O=C(Oc1ccc(-c2cn3c(n2)SCC3)cc1)c1ccccc1	-15	17	-7%	-5%
COc1ccc(C(=O)CSc2nc3ccccc3n2CC(=O)NC(C)(C)C)cc1	54	0	-1%	-3%
Cc1ccccc1CSc1ccc(-c2ccc3c(c2)OCO3)nn1	?	-4	.	-5%
COc1ccc(OC)c(C2C3=C(N=C4SCC(=O)N42)c2ccccc2CC3)c1 (stereo unspecified)	?	4	?	-22%
CC(=O)NCCc1c(Cc2ccccc2)[nH]c2ccccc12	.	0	11%	-7%
N/C(=N\OS(=O)(=O)c1cccc([N+](=O)[O-])c1)c1ccncc1	-108*	.	.	-1%
COc1c(O)c(O)cc2c1oc1c3ccccc3oc(=O)c21	.	.	?	?
O=C(O)C1C2C=CC(C2)C1C(=O)OCC1CCCO1 (stereo unspecified)	4	-16	4%	-5%
CC/C(C)=N/O	.	.	-8%	-1%
CCOc1nc(NCCC2=CCCCC2)nc(N2CCOCC2)n1	-23	-7	39%[activator]	0%
CCOC(=O)C1=C(C(F)(F)F)Nc2ncnn2C1c1cc(OC)ccc1OC (stereo unspecified)	37	.	.	-1%
CCc1ccc(-c2nc(CSCC(=O)NCCCN3CCCC3=O)c(C)o2)cc1	36	0	.	2%
Cc1ccc(OC(=O)CCC(=O)Nc2ccc(Br)cc2)cc1	-25	.	.	4%
COc1ccc(S(=O)(=O)Nc2nnc(C(C)(C)C)s2)cc1	?	3	-22%	-4%
CC(C)CC(=O)c1c[nH]c(C(=O)NCCCN2CCOCC2)c1	?	9	2%	6%
COc1ccc2nc(C)cc(SCC(=O)N/N=C/c3ccc(O)cc3O)c2c1	10	.	.	-23%
Cc1sc2ncnc(NCc3ccco3)c2c1C	?	12	10%	-12%
O=c1/c(=C\c2cccn2-c2ccccc2)sc2nc3ccccc3n12	28	7	-18%	-1%
O=C1Nc2ncccc2OC1CCCl (stereo unspecified)	?	5	-7%	-4%

A second format for 2 compounds above:
SMILES: CC(C)CC(=O)c1c[nH]c(C(=O)NCCCN2CCOCC2)c1
  PNC inhibitor: ?
  IMPase inh: 9
  15-hLO-2 inh: 2%
  ALOX12 inhib: 6%

SMILES: COc1ccc2nc(C)cc(SCC(=O)N/N=C/c3ccc(O)cc3O)c2c1
  PNC inhibitor: 10
  IMPase inh: .
  15-hLO-2 inh: .
  ALOX12 inhib: -23%

Next entries.
SMILES	PNC inhibitor	IMPase inh	15-hLO-2 inh	ALOX12 inhib
CC1(C)CC(=O)C2=C(C1)NCN(Cc1ccc3c(c1)OCO3)C2	?	-1	8%	-5%
COc1ccc(S(=O)(=O)N(C)CC(=O)Nc2ccc(C(F)(F)F)cc2)cc1Cl	1	1	-4%	-3%
O=C(N/N=C/c1c[nH]c2ccccc12)c1cc(-c2ccc3ccccc3c2)n[nH]1	-113*	8	.	-4%
COc1ccc(N(CC(=O)NC2CCCC2)C(=O)c2ccc(N3CCCCC3)nc2)cc1	-28	5	-3%	-2%
COc1ccc(CC(=O)O/N=C(\N)Cc2ccc(OC)c(OC)c2)cc1	?	7	-3%	1%
Cc1cccc(-c2cc(=O)c3cc(C)ccc3o2)c1	.	3	-4%	-7%
CCCNC(=O)C1CN(S(=O)(=O)c2ccccc2)CCN1S(=O)(=O)c1ccccc1 (stereo unspecified)	?	4	1%	5%
C=CCn1c(SCC(=O)NC(=O)NCc2ccco2)nc2sc(CC)cc2c1=O	32	-13	-15%	-7%
CC(C)n1c(=NC(=O)c2ccco2)c(C#N)cc2c(=O)n3ccccc3cc21	-82*	-3	.	-4%
CCOC(=O)n1c(=O)n(Cc2ccccc2Cl)c2ccccc21	84	-2	4%	-4%
COc1ccccc1C(O)(C(=O)NNc1cccc(C)c1)c1ccccc1OC	?	2	.	-1%
O=C(C1CCCO1)N1CCN(S(=O)(=O)c2cccc3nsnc23)CC1 (stereo unspecified)	8	12	0%	-4%
COc1ncc2nc(CCc3ccccc3)c(=O)n(Cc3cccs3)c2n1	.	.	-3%	-8%
Cc1nn(CCO)c2nc(-c3cccs3)cc(C(F)(F)F)c12	-11	.	.	3%
O=C(O)c1cc2cc(Cl)ccc2oc1=O	45	4	-3%	5%
O=C(COc1ccccc1/C=C1/NC(=O)NC1=O)Nc1ccccc1	-29	.	.	-2%
O=C(NCCCn1ccnc1)c1cccnc1	12	3	.	-4%
CCC(=O)N1c2ccccc2NC2=C(C(=O)CCC2)C1c1ccc(N(C)C)cc1 (stereo unspecified)	?	6	8%	-8%
CC(C)NC(=O)CN1C(=O)NC(CCc2ccccc2)C1=O (stereo unspecified)	?	-3	?	-5%
CCOC(=O)c1cc(-c2ccccc2)sc1NC(=O)C(C)Sc1nnc(C)s1 (stereo unspecified)	40	.	.	0%
CC1CCCCC1NC(=O)C(=O)NCC1CCCO1 (stereo unspecified)	-15	13	.	-2%
COc1ccc(C(=O)NNC(=S)NC(=O)c2ccccc2[N+](=O)[O-])cc1	-4	.	.	-4%
Clc1ccc(Cn2c(-c3cccnc3Cl)nc3ccccc32)c(Cl)c1	38	8	17%	-4%
CCCCCCCCC(=O)Nc1cc(C)ccc1OC	-100*	3	.	-1%
CC(C)(C)Cc1nc2ccccc2n1CCc1ccccc1	49	8	36%[activator]	2%
COCCNC(=O)c1nn(-c2cc(OC)cc(OC)c2)c(=O)c2ccccc12	6	7	1%	-1%
Cc1nn(-c2ccccc2)c(-n2cccc2)c1C(=O)O	5	.	.	-1%
CC(C)(C)c1ccc(C(=O)NCCC(=O)N2CCN(c3ncccn3)CC2)cc1	?	1	-5%	-2%
O=C(Oc1ccc2c(=O)c(Oc3ccc4ccccc4c3)coc2c1)c1ccco1	8	-1	-5%	-8%
COc1ccc(NC(=O)C2CCCN2C(=O)Nc2ccccc2)cc1OC (stereo unspecified)	333	-9	.	6%
Cc1cccc(NC(=O)CSc2nnc(NC(=O)c3ccc(S(=O)(=O)N4CCOCC4)cc3)s2)c1C	26	.	.	-2%
CC(=O)N(c1ccccc1C)C1CCCC1	25	.	.	3%
CN(C)c1ccc(C2N([C@H](C#N)c3ccc(N(C)C)cc3)CCCN2[C@@H](C#N)c2ccc(N(C)C)cc2)cc1 (stereo partly specified)	.	.	-5%[11.4 µM]	-4%[11.4 µM]
COc1ccc(-c2cc(=O)[nH]c(NCc3ccccc3)n2)cc1	23	12	-3%	-5%
OC[C@@H](O)[C@@H](O)[C@@H](O)[C@@H](O)c1nc2ccc(Cl)cc2[nH]1	.	.	8%[11.4 µM]	-2%[11.4 µM]

This is a random part of the collection; about 3.1% have a hit in one of these screens.
